# Bioassay records deposited in PubChem BioAssay by several laboratories.
# ROMK mod = modulates human ROMK potassium channel activity | P48048 | Tet-inducible ROMK, thallium flux fluorescence; actives lie on both sides | 130,000 compounds, 2% hits | B-score at 10 µM;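 active = signal ratio slope over the read window, or its plate-corrected B-score, at least 3 SD from the plate mean, either direction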;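 also: B-score of the F/F0 ratio slope over 7 to 12 s after thallium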
# Target sequence (P48048 whole entry, looked up): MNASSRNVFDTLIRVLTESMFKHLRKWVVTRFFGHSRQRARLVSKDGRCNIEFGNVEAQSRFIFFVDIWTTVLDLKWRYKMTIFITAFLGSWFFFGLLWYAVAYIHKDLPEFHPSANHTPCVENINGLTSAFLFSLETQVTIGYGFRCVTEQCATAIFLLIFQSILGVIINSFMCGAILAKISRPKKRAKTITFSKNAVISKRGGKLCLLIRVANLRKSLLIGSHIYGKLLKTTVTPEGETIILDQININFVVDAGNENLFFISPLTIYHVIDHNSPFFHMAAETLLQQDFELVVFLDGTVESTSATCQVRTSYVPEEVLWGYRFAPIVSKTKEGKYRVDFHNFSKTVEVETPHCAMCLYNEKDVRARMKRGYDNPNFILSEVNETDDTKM
# TNAP act hiacc = activators of human TNAP at high phosphate acceptor concentration. P05186. purified TNAP, CDP-star luminescence, 1 M DEA, 30 min; hits give high values; 0 = EDTA background, 1 = DMSO-only activity. activation factor at 20 µM. 200,000 tested, under 10 active;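 active = activation factor at least 2 at 20 µM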
# Target sequence (P05186 whole entry, looked up): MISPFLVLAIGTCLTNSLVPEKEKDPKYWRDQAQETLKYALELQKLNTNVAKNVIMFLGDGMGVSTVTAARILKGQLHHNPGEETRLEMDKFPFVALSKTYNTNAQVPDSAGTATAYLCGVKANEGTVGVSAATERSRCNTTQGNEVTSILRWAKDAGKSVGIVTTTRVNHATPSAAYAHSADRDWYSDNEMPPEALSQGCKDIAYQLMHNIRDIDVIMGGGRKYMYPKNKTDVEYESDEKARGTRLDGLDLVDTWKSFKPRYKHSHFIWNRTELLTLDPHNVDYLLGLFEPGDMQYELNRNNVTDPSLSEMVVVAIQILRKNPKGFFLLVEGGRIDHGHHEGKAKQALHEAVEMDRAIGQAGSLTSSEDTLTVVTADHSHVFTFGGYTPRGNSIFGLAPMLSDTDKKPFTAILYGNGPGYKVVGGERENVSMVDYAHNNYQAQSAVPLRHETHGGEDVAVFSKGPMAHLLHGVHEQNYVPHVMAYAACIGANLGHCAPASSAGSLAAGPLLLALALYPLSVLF
#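 Assay system: human TNAP; Input: enzyme diluted 1/800 final; Reagent: CDP-star luminogenic substrate at 100 µM final; Timing: 30 min, room temperature; Signal: luminescence; Evaluation: TNAP activation factor scaled between EDTA and DMSO control wells.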
# bIAP inh = intestinal alkaline phosphatase (bovine) inhibition; AID 1019; inhibition, % at 20 µM; 190,000 tested, under 10 active; purified bovine IAP, CDP-star luminescence, 30 min;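 active = over 50% inhibition of intestinal alkaline phosphatase at 20 µM in the single-dose screen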
#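 Assay system – bovine IAP enzyme · Quantity – bovine IAP at 1/65,000,000 final dilution · Detection – CDP-star luminescence signal · Times – 30 min reaction at room temperature · Also added – CDP-star substrate at 30 µM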
# PPARg SRC2 recr = PPARgamma-driven SRC-2 recruitment agonism. PPARgamma LBD-SRC-2 recruitment, biochemical. activation, % at 8 µM. 200,000 compounds, 0.34% hits. AID 1032; in the data active = activation above about 22%;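 also: 0% = vehicle and 100% = reference agonist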
# SRC2 TRFRET art = flags TR-FRET format artefacts in PPARgamma SRC-2 recruitment agonist screen. AID 1049. 200,000 compounds, 0.4% hits. TR-FRET artefact counter-screen; hits give high values. TR-FRET ratio at 8 µM; in the data active = TR-FRET ratio above about 2000; also: inactives centre near 1500
# bIAP activator = increases bovine intestinal alkaline phosphatase activity | purified bovine IAP, CDP-star luminescence, 30 min; hits give high values; fold of DMSO-control signal, blank-subtracted | activation factor at 20 µM | 200,000 compounds, 0.17% hits | AID 1016;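 active = activation factor of 2 or more at 20 µM, a signal rise over negative controls twice the positive control's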
# PPARg SRC-1 ag = agonists of human PPARgamma SRC-1 coactivator recruitment. P37231. PPARgamma-SRC-1 coactivator recruitment biochemical assay. activation, % at 8 µM. 200,000 compounds, 0.41% hits; in the data active = activation above about 19%;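 also: 0% = DMSO and 100% = reference agonist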
# STAT3 activator = activators of IL-6 induced STAT3 signaling; AID 871; activation (% of control), % at 5.6 µM; 190,000 compounds, 0.91% hits; U3A cells, IL-6 STAT3-luciferase reporter, luminescence; 100% = signal with IL-6 EC80 alone;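 active = activation above the screen-wide mean of compound activation plus 3 SD, cut at about 130% in these data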;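 also: 0% = background luminescence of wells with medium and substrate only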
#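 Assay system – human STAT1-deficient U3A cells with stable STAT3-luciferase reporter · Also added – IL-6 (33 ng/mL) · Schedule – compound 1 h, then IL-6 6 h at 37 °C · Technique – reporter luminescence signal · Evaluation – % activation versus median of IL-6-stimulated wells · Benchmarks – IL-6-only wells as 100% reference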
# PPARg SRC3 recr = promotes SRC-3 coactivator recruitment by human PPARgamma; activation, % at 8 µM; P37231; biochemical PPARgamma/SRC-3 coactivator recruitment assay; 200,000 compounds, 0.26% hits; in the data active = activation above about 23%;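 also: 0% = DMSO and 100% = reference agonist; some compounds past the cut are filed as inactive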
# STAT1 inh = STAT1 signaling inhibition | NIH 3T3 STAT1-luciferase reporter, IFN-gamma, luminescence | AID 920 | 200,000 compounds, 0.35% hits | inhibition, % at 5.5 µM;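 active = inhibition above a set limit, the mean inhibition across all tested compounds plus 3 SD, cut at about 34% in these data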;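 also: 0% = IFN-gamma with DMSO and 100% = IFN-gamma with 300 µM nifuroxazide; values of inactives mirror those of a sister screen read the other way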
# STAT3 inh = inhibitors of IL-6 induced STAT3 signaling | U3A cells, IL-6 STAT3-luciferase reporter, luminescence; host cell line lacks STAT1 | inhibition, % at 5.5 µM | 190,000 compounds, 0.89% hits;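 active = inhibition above the mean inhibition across all screened compounds plus 3 SD, cut at about 44% in these data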;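 also: 0% = DMSO only wells and 100% = 100 µM nifuroxazide control wells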
# An asterisk follows results filed as active; nt = not tested or not shown.
SMILES	ROMK mod	TNAP act hiacc	bIAP inh	PPARg SRC2 recr	SRC2 TRFRET art	bIAP activator	PPARg SRC-1 ag	STAT3 activator	PPARg SRC3 recr	STAT1 inh	STAT3 inh
CCOC(=O)C1=C(CC)Nc2ccccc2N=C1NC(=O)Cn1cnc2ccccc2c1=O	nt	1	10	4	1397	0.9	1	103	-9	4	2
Cc1cc(C)cc(Nc2ccc([N+](=O)[O-])nc2[N+](=O)[O-])c1	nt	1	8	1	1491	0.9	-1	104	6	-3	0
CCN(CCCNC(=O)CCCn1c(=O)[nH]c2ccccc2c1=O)c1cccc(C)c1	-0.83	1	-5	7	1353	1	4	103	-2	-3	1
CC(=O)N1C(=O)C2(Nc3ccccc3N2)c2ccccc21	0.12	1	12	6	1299	0.9	4	98	-5	-11	2
O=C(N/N=C1\CCCc2ccccc21)C(O)c1ccccc1 (centres undefined)	0.09	1	1	3	1386	1	2	124	2	6	-18
COc1ccc(Cc2nnc3n2N=C(c2cc4ccccc4o2)CS3)cc1OC	nt	nt	nt	11	1548	nt	-3	107	2	1	-5
Cc1cnc(C(=O)OCC(=O)NC23CC4CC(CC(C4)C2)C3)cn1	-0.22	1	2	-3	1439	1	-4	107	-3	-2	-2
Cc1nn(-c2ccccc2)c2sc(C(=O)OC3CCOC3=O)cc12 (centres undefined)	nt	1	10	4	1415	0.9	0	100	-6	1	6
COc1cccc(N2CCN(C(=O)CN(c3ccc(C)cc3)S(=O)(=O)c3c(C)n[nH]c3C)CC2)c1	nt	1.1	-35	-3	1523	1.4	-2	99	0	7	6
Cc1ccc(/C=N\n2c(-c3ccccc3)n[nH]c2=S)s1	nt	1	32	11	1451	0.7	6	100	8	7	1
CN(Cc1cccc(-n2cccn2)c1)Cc1cn(C)nc1-c1ccccc1F	-0.67	1.1	-6	10	1416	1.1	-1	99	5	3	6
c1cc2c3c(cccc3c1)NC1(CCCCCC1)N2	nt	0.9	32	8	1670	0.7	2	97	1	13	10
CC(=O)OC(COc1ccc(F)cc1)Cn1cnc2ccccc21 (centres undefined)	-0.6	1.1	10	8	1650	0.9	7	95	3	-4	8
CCn1nc(CC(=O)Nc2ccc(-n3cnnn3)c(C)c2)c2ccccc2c1=O	0.69	1.1	6	-7	1433	0.9	-2	102	-17	-3	2
Cc1nc(CN2CCN(Cc3nc(C(c4ccccc4)c4ccccc4)no3)CC2)cs1	0.52	1	9	-12	1676	0.9	1	110	-1	-2	-5
N/C(=N\OC(=O)CCCOc1ccccc1)c1ccc(Br)cc1	nt	1.1	10	2	1583	0.9	-11	103	2	-6	-3
COc1ccccc1NS(=O)(=O)c1cc(NC(=O)CCC(=O)c2cccs2)ccc1Cl	-1.5	1	6	10	1668	0.9	0	97	4	13	7
CC(=O)Nc1nc(C)c(C(C)=O)s1	-0.081	1	10	7	1792	0.9	5	106	20	-1	-7
NS(=O)(=O)c1cccc(NC(=O)c2cc3ccccc3o2)c1	nt	1	5	2	1489	0.9	-4	87	1	-17	19
COc1ccc(N2CCN(C(CNC(=O)c3ccco3)c3cccnc3)CC2)cc1 (centres undefined)	0.013	1	6	-1	1659	0.9	2	99	-2	1	5
Cc1ccc(C)c(OCc2nc3ccccc3[nH]2)c1	-0.19	1.1	-10	-4	1392	1.1	-4	91	-4	-28	13
COc1ccc(-n2c(Cc3cccn3C)nnc2SCC(=O)Nc2ccc(F)cc2F)cc1	nt	1	2	-4	1625	1	1	114	1	8	-17
Cc1nn(C(C)c2n[nH]c(=S)n2-c2cccc(Cl)c2)c(C)c1[N+](=O)[O-] (centres undefined)	nt	1	0	1	1269	1	4	98	-3	1	4
COc1ccc2cc3cc(C(=O)NCCN4CCN(c5ccccc5F)CC4)oc3nc2c1	nt	1	-9	11	1707	1.1	5	76	9	0	33
C=CCCC(=O)Nc1nc(C)c(-c2csc(Nc3cc(Cl)ccc3OC)n2)s1	nt	1	2	7	1615	1	0	100	2	-5	4
CC1=C(C(=O)Nc2ccccn2)C(c2ccc(F)cc2)n2ncnc2N1 (centres undefined)	nt	1	9	0	1476	0.9	-8	104	-4	-6	1
CN(CC(=O)Nc1ccc(Cl)c(Cl)c1)C(=O)C12CC3CC(CC(C3)C1)C2	-0.6	1	7	1	1714	0.9	11	105	2	-5	-9
O=C(CSc1nnc(-c2ccccn2)n1Cc1ccccc1)N1CCCC1	nt	1	-2	-5	1571	1	4	97	2	1	8
COC(C(=O)Nc1ccc(S(=O)(=O)N2CCCCC2)cc1)c1ccccc1 (centres undefined)	-1.8	1	0	17	1621	1	9	102	7	1	-2
CCc1cccc(NC(=O)CS(=O)Cc2nc(-c3ccc(C)cc3)oc2C)c1 (centres undefined)	nt	1.1	-1	3	1609	1	7	101	8	7	8
Cn1c(=O)n(C)c2cc([N+](=O)[O-])c(N3CCN(C(=O)c4ccccc4Br)CC3)cc21	0.15	1	0	3	1603	1	10	72	4	30	38
CC(C)OC(=O)c1cccc(C(=O)Nc2cccc(NC(=O)c3cccc(C(=O)OC(C)C)n3)n2)n1	nt	1	10	2	1598	0.9	6	98	2	5	4
O=C(Nc1cccnc1)c1cc(-c2ccc3c(c2)OCO3)on1	nt	1	8	20	1992*	0.9	12	97	19	-37	8
CNC(=O)CSc1nnc(-c2ccc(S(=O)(=O)N3CCCC3)cc2)n1-c1cccc(C)c1C	nt	1	10	5	1685	0.9	3	95	9	-1	10
CC(C)Nc1nnc(SC(C)C(=O)NCc2ccc3c(c2)OCO3)s1 (centres undefined)	1.7*	1.1	4	-8	1385	1	7	102	1	-5	0
CSc1cccc(CN2CCN(Cc3ccccc3)C(CCO)C2)c1 (centres undefined)	-0.043	1	-7	-16	1482	1.1	-2	106	-8	6	-6
COc1ccc(-c2nc(N=Nc3ccc(O)cc3)n[nH]2)cc1	nt	0.7	0	7	1505	1	6	95	7	-10	2
CC(C)(C)OC(=O)CN1C(=O)C(Sc2n[nH]c(-c3ccccc3)n2)CCc2ccccc21 (centres undefined)	nt	1	-2	-4	1473	1	2	94	-8	15	8
COCCn1nnnc1C(c1ccccc1Cl)N1CCN(c2ccccc2OC)CC1 (centres undefined)	nt	1.1	2	-8	1621	1	-11	99	1	-3	7
O=C(c1cc([N+](=O)[O-])ccc1N1CCOCC1)N1CCCC1	1	1	-1	-6	1511	1	5	104	3	2	-7

# Sorted by count of non-hydrogen atoms (descending): part of the list above.
SMILES	ROMK mod	TNAP act hiacc	bIAP inh	PPARg SRC2 recr	SRC2 TRFRET art	bIAP activator	PPARg SRC-1 ag	STAT3 activator	PPARg SRC3 recr	STAT1 inh	STAT3 inh
CC(C)OC(=O)c1cccc(C(=O)Nc2cccc(NC(=O)c3cccc(C(=O)OC(C)C)n3)n2)n1	nt	1	10	2	1598	0.9	6	98	2	5	4
COc1cccc(N2CCN(C(=O)CN(c3ccc(C)cc3)S(=O)(=O)c3c(C)n[nH]c3C)CC2)c1	nt	1.1	-35	-3	1523	1.4	-2	99	0	7	6
Cc1nc(CN2CCN(Cc3nc(C(c4ccccc4)c4ccccc4)no3)CC2)cs1	0.52	1	9	-12	1676	0.9	1	110	-1	-2	-5
COc1ccc(N2CCN(C(CNC(=O)c3ccco3)c3cccnc3)CC2)cc1 (centres undefined)	0.013	1	6	-1	1659	0.9	2	99	-2	1	5
CCc1cccc(NC(=O)CS(=O)Cc2nc(-c3ccc(C)cc3)oc2C)c1 (centres undefined)	nt	1.1	-1	3	1609	1	7	101	8	7	8
O=C(CSc1nnc(-c2ccccn2)n1Cc1ccccc1)N1CCCC1	nt	1	-2	-5	1571	1	4	97	2	1	8
CSc1cccc(CN2CCN(Cc3ccccc3)C(CCO)C2)c1 (centres undefined)	-0.043	1	-7	-16	1482	1.1	-2	106	-8	6	-6
Cc1nn(-c2ccccc2)c2sc(C(=O)OC3CCOC3=O)cc12 (centres undefined)	nt	1	10	4	1415	0.9	0	100	-6	1	6
O=C(Nc1cccnc1)c1cc(-c2ccc3c(c2)OCO3)on1	nt	1	8	20	1992*	0.9	12	97	19	-37	8
COc1ccc(-c2nc(N=Nc3ccc(O)cc3)n[nH]2)cc1	nt	0.7	0	7	1505	1	6	95	7	-10	2
Cc1cc(C)cc(Nc2ccc([N+](=O)[O-])nc2[N+](=O)[O-])c1	nt	1	8	1	1491	0.9	-1	104	6	-3	0
CC(=O)Nc1nc(C)c(C(C)=O)s1	-0.081	1	10	7	1792	0.9	5	106	20	-1	-7

# Continuation.
SMILES	ROMK mod	TNAP act hiacc	bIAP inh	PPARg SRC2 recr	SRC2 TRFRET art	bIAP activator	PPARg SRC-1 ag	STAT3 activator	PPARg SRC3 recr	STAT1 inh	STAT3 inh
Cc1cccc(NC2=NCC(=O)N2Cc2ccccc2)c1	nt	1	1	-3	1518	1	0	96	2	19	8
COCCC(=O)N1CCCC(C(=O)c2ccc3c4c(cccc24)CC3)C1 (centres undefined)	-0.19	0.9	-10	-1	1474	1.1	-5	111	3	11	-8
Cc1nn(CC(=O)c2ccccc2Cl)c(C)c1[N+](=O)[O-]	-1	1	2	0	1463	1	3	104	1	-28	-3
Cc1ccc(C(=O)OCC(=O)NCc2cccs2)cc1	0.78	1	8	5	1564	0.9	2	97	7	-4	2
COc1ccc(CN2C3CCCC2CC(NC(=O)Nc2ccccc2C)C3)cc1 (centres undefined)	-2.2	1.1	6	8	1615	0.9	6	97	4	-1	6
COc1cc(Br)cc(C=Nc2cccc(C(F)(F)F)c2)c1O	1.8	1	4	6	1742	1	5	99	5	-11	3
COC(=O)CNC(=O)CN1C(=O)N(c2cccc(Cl)c2)C(N(O)C(=O)Nc2cccc(Cl)c2)C1(C)C (centres undefined)	nt	1.1	-8	2	1741	1.1	6	99	11	3	5
CCN(CC)c1ccc(/C=N/NC(=O)CNC(=O)c2ccccn2)cc1	1.9	1	-34	8	1704	1.3	6	96	7	-7	16
Cc1nc2ccc(-c3nc4ccccc4[nH]3)cc2[nH]1	0.067	1.1	-19	1	1578	1.2	-7	64	0	-26	46*
Fc1ccc(-c2csc3nnc(SCc4cccnc4)n23)cc1	nt	1.1	16	6	1550	0.8	-4	110	0	8	-7
O=C(NCc1ccccc1)C1C(=O)N(Cc2ccccc2)C(=O)C1C1(O)CCCC1 (centres undefined)	0.14	1.1	-3	6	1486	1	2	105	-2	0	0

# Rows were taken by chance; 3.7% or so of the library scored in one or more.
